Compound activity (PubChem)
GLS inhibitor = inhibitors of human glutaminase (GLS). O94925. 0.21% of 410,000 active. Potency, µM (highest dose often 45.5 µM), for inactives: at the top dose activity change, negative = inhibition, actives largely listed as inhibitors. GLS enzymatic activity, qHTS titration; further: on the % scale 0 is the no-effect control and ±100 the full control effect
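Human kidney-isoform GLS in 45 mM KH2PO4 pH 8.2, 0.02% Tween-20, with compound, started with 1mM L-Glutamine (added stock). Glutamate oxidase/HRP/Amplex red coupled fluorescence read at start and after 30 min at RT.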
Tb PGK inh = inhibitors of T. brucei phosphoglycerate kinase. 0.043% of 380,000 active. Potency, µM (doses to about 57.5 µM), inactives show top-dose activity change, negative = inhibition, hits mostly inhibitors. PGK/GAPDH coupled, Kinase-Glo luminescence, 60 min; further: on the % scale 0 is the no-effect control and ±100 the full control effect; nearly all actives have a fitted effect of over 60% in size
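Recombinant glycosomal PGK reaction used 1,3-bisphosphoglycerate generated in-well by GAPDH (100nM final) in 100mM TEA pH 7.6, 5mM MgCl2, 0.01% Tween-20. After 60 minutes at room temperature, ATP was read by Kinase-Glo Plus luminescence end-point.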
ALOX12 inh = inhibitors of human 12S-lipoxygenase ALOX12 | Potency, µM (titrated, usually from 108 µM), inactives show at the top dose activity change, negative = inhibition, actives largely listed as inhibitors | P18054 | purified 12hLO, xylenol orange hydroperoxide absorbance | 1.1% of 580,000 active; further: on the % scale 0 is the no-effect control and ±100 the full control effect
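Purified human 12hLO at 150 nM in 25 mM Hepes, 0.01% Triton X-100, pH 7.0, preincubated 15 min at room temperature with compound. Reaction started with 40 uM arachidonic acid, 30 min at room temperature. Hydroperoxide measured by Fe-xylenol orange, 573/405 nm absorbance ratio.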
rTrxR1 inhibitor = inhibitors of rat thioredoxin reductase 1; 1% of 390,000 active; Potency, µM (highest dose often 114 µM), for inactives: at the highest dose activity change, negative = inhibition, hits mostly inhibitors; O89049; recombinant rTrxR1, NADPH fluorescence consumption, selenite substrate; further: on the % scale 0 is the no-effect control and ±100 the full control effect; nearly all actives have a fitted effect of over 65% in size
Target sequence (O89049 whole entry, looked up): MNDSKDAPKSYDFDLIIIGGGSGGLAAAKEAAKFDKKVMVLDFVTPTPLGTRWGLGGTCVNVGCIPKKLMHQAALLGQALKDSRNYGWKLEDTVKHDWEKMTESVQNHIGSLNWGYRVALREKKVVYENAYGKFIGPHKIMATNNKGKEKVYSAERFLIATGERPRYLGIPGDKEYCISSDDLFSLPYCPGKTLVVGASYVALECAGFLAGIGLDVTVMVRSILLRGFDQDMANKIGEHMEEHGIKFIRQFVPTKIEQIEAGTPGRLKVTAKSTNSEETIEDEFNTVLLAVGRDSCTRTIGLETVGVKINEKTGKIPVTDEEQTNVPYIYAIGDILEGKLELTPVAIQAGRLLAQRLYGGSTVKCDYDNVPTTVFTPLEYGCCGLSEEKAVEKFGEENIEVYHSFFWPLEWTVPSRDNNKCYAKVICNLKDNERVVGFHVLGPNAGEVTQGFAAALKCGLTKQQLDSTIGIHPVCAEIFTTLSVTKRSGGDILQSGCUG
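Rat TrxR1 (90 nM in the dispensed reagent) was pre-reduced with 400 uM NADPH for 5 min at room temperature, then incubated with compound for 15 min. After 400 uM selenite was added, NADPH fluorescence (Ex 340/Em 450 nm) was followed for 8 min.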
RGS4 inhibitor = blocks human RGS4-accelerated GTP hydrolysis | 0.039% of 390,000 active | AID 504845 | Transcreener GDP fluorescence polarization, RGS4-accelerated GTP hydrolysis | Potency, µM (doses to about 114 µM), without a hit: top-dose activity change, negative = inhibition, usual class: inhibitors | P49798; further: on the % scale 0 is the no-effect control and ±100 the full control effect; nearly all actives have a fitted effect of over 75% in size; some results filed as inactive show a strong effect at the top dose
Target sequence (P49798 whole entry, looked up): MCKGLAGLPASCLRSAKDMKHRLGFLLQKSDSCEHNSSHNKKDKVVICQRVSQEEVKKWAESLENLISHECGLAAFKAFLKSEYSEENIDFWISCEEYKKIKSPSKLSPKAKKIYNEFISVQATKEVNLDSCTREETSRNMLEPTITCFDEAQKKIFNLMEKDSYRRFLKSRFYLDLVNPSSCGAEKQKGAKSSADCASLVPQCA
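MLSMR compounds (23 nl, pin-transferred) preincubated 10 min at room temperature with a 500nM (2x) first reagent, then RGS4 at 900nM (2x) plus Transcreener GDP mix added; fluorescence polarization (620/688 nm) read before and after 90 min at 30 °C.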
HP1b chromo inh = blocks HP1-beta chromodomain binding to methylated histone tails; P83916; AlphaScreen HP1-beta / biotin-H3K9me3 peptide binding; Potency, µM (top dose mostly 114 µM), for the others: top-dose activity change, negative = inhibition, most hits filed as inhibitors; 0.56% of 390,000 active; AID 540317; further: nearly all actives have a fitted effect of over 70% in size; inactives centre near 23
Target sequence (P83916 whole entry, looked up): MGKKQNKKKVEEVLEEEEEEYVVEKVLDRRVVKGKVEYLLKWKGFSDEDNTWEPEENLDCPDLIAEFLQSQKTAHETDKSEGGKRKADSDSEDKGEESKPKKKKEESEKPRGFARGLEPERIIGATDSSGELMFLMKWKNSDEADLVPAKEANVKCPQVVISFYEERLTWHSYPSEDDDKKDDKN
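HP1-beta protein (50 nM final) preincubated 30 min at room temperature with biotinylated H3(1-18)K9me3 peptide (50 nM) in PBS pH 7.4, 0.01% Tween-20, then compound added for 30 min. AlphaScreen streptavidin donor/nickel chelate acceptor beads (10 ug/mL final), 30 min dark, luminescence read.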
Pin1 inh = blocks the human prolyl isomerase Pin1; Pin1 FP peptide displacement, HiFluor488, 10 min; Potency, µM (top dose mostly 115 µM), for inactives: at the highest dose activity, negative = inhibition, hits mostly inhibitors; 0.009% of 390,000 active; active means well fitted inhibition curve with a large enough effect in the polarisation, with a control signal flat, not every such curve was filed as active; inconclusive means small, poorly fitted or top-dose-only effect, or effect the other way, or a change in a side signal; inactive means no such curve, though single readings can be large or run the other way; the % refers to the polarisation; further: on the % scale 0 is the no-effect control and ±100 the full control effect
Target sequence (Q13526 whole entry, looked up): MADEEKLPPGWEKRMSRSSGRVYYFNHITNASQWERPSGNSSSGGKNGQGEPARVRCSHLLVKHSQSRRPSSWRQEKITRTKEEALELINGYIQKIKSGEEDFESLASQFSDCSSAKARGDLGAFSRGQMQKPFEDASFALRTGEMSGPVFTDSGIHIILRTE
JMJD2A Tudor inh = JMJD2A Tudor domain (human) inhibition. O75164. AlphaScreen JMJD2A-Tudor / H3K4me3 peptide binding. Potency, µM (series often up to 114 µM), for the others: top-dose activity change, negative = inhibition, hits mostly inhibitors. 4.4% of 390,000 active; further: on the % scale 0 is the no-effect control and ±100 the full control effect; nearly all actives have a fitted effect of over 50% in size
ERG-DNA inh = inhibitors of human ERG Ets domain-DNA interaction | fluorescence polarization, His-ERG Ets domain / labelled DNA | Potency, µM (doses to about 76.9 µM), without a hit: at the highest dose FP activity, negative = inhibition, hits mostly inhibitors | 0.028% of 370,000 active | AID 624246 | P11308; active means well fitted inhibition curve with a large enough effect in the polarisation, with a control signal flat; inconclusive means small, poorly fitted or top-dose-only effect, or effect the other way, or a change in a side signal; inactive means no such curve, though single readings can be large or run the other way; the % refers to the polarisation;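 further: polarization taken with two DNA probes labelled with fluorescein and Texas red; % of control where 0% means no effect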
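His-tagged ERG Ets domain (1 uM in the protein solution; 300mM KCl, 50mM Tris-HCl, 1mM EDTA, 1mM DTT, pH 7.5) received compound, then a probe mix of 5 nM fluorescein-DNA and 100nM Texas-615-DNA. Fluorescence polarization was read for both dyes.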
* marks the source's active call; other numbers are inactive results; i = inactive; ? = inconclusive; . = no result given; & = joins results of further samples; [ ] = remark or other dose. Unless noted, the call rests on the fitted dose curve; in most records, active means well fitted curve in the direction sought with a large enough effect; inconclusive means small, poorly fitted or top-dose-only effect, or another doubt; inactive means no such curve, though single readings can be large; an effect the other way counts as inactive or inconclusive. Potency means the concentration at half of the fitted maximal effect.

cpd	GLS inhibitor	Tb PGK inh	ALOX12 inh	rTrxR1 inhibitor	RGS4 inhibitor	Compound	HP1b chromo inh	Pin1 inh	JMJD2A Tudor inh	ERG-DNA inh
1	-4%	i	0%	11%	-25%	Cc1cc(C)c(S(=O)(=O)c2c(C)cccc2C)c(OCC(C)C)n1	110%[activator]	-4%	29%	-5%
2	4%	-1%	?	9%	11%	Cc1ccc(NS(=O)(=O)c2ccc3c(c2)NC(=O)C(C)C(=O)N3)cc1F (centres undefined)	12%	-7%	-22%	1%
3	-8%	-2%	-18%	72%[activator]	-7%	COc1ccc(NC(=O)Cn2c(=O)n(CCC(C)C)c(=O)c3cccnc32)cc1Cl	31%	6%	-15%	0%
4	-9%	-10%	409%[activator]	-10%	-6%	CCCCn1nnc(NC(=O)CC23CC4CC(CC(C4)C2)C3)n1	27%	-8%	-9%	1%
5	17%	.	-62%	26%	11%	Cc1ccc(NC(=O)CS(=O)CC(=O)N(C2CCCC2)C(C)C(=O)NC2CCCCC2)cc1 (centres undefined)	14%	-2%	-15%	.
6	-15%	-5%	-18%	21%[57.1 µM]	-51%	Cc1ccc2sc(C)[n+](CCCS(=O)(=O)[O-])c2c1	51%[activator]	-2%	1%	-2%
7	-3%	1%	-3%	7%	-18%	CC1(C)CC(=O)C(C=NCCc2ccc(S(N)(=O)=O)cc2)=C(O)C1	32%[activator]	-1%	0%	0%
8	2%	1%	?	17%[57.1 µM]	12%[56.9 µM]	Cc1ccccc1/C=C/C1=NCCN1	?	5%	20µM*	-4%
9	-3%	14%	-6%	12%[57.1 µM]	20%	COc1cc(C(=O)NCC(=O)N/N=C/c2ccccn2)cc(OC)c1OC	9%	-4%	?	0%
10	-1%	-10%	0%	17%	5%	O=C(CSc1nnc(CNC(=O)c2ccccc2)o1)c1ccccc1	16%	0%	-5%	12%
11	2%	-9%	0%	2%	-5%	Cn1c(C(C(=O)NCC2CCCO2)N(CCc2ccccc2)C(=O)Cn2nnc3ccccc32)nc2ccccc21 (centres undefined)	25%	-7%	4%	?
12	6%	-4%	-10%	-7%	16%	O=C1COc2ccc(C(=O)COC(=O)Cc3c(F)cccc3Cl)cc2N1	2%	5%	-15%	14%
13	-5%	-10%	?	0%[57.1 µM]	-7%	O=C(NCCc1ccc(Cl)cc1)c1cccn1-c1nnc(N2CCCCC2)s1	-5%	3%	-35%	4%
14	-4%	1%	-4%	5%	6%	CC1(CCc2ccccc2)NC(=O)N(CC(=O)N2CC(=O)Nc3ccccc32)C1=O (centres undefined)	25%	6%	-7%	-8%
15	-12%	-11%	3%	6%[57.1 µM]	-12%	NC(=O)c1cc(C(=O)Cc2ccccc2)c[nH]1	22%	1%	5%	2%
16	4%	i	-26%	-1%[57.1 µM]	-14%	CCC(=O)NC(=S)Nc1ccc(NC(=O)c2ccco2)cc1	16%	0%	-13%	5%
17	17%	0%	-12%	-8%	2%	Cc1cc(C)c(C)c(S(=O)(=O)NNC(=O)c2cccc(S(=O)(=O)N3CCOCC3)c2)c1C	15%	-4%	?	-4%
18	3%	i	12%	-8%[57.1 µM]	-48%	COC(=O)CCCN1C(=O)c2cccc3cccc(c23)C1=O	47%[activator]	6%	-9%	-9%
19	-1%	-2%	-14%	6%[57.1 µM]	-9%	O=C(O)c1ccccc1-c1nc(-c2ccccc2)c(-c2ccccc2)[nH]1	8%	-3%	-18%	-4%
20	-1%	-2%	-28%	?	-15%	O=C(C1=C[C@H](c2ccc(Br)cc2)C[C@H](OCCCCO)O1)N1CCN(Cc2ccccc2)CC1	30%	0%	-28%	-1%
21	9%	4%	-13%	9%	17%	O=C(NCCSCc1ccccc1Cl)C1CCN(S(=O)(=O)Cc2ccccc2)CC1	36%	13%	-35%	3%
22	0%	i	6%	25%[57.1 µM]	-2%	Cc1ccc(OCC(=O)N2CC(C)CC(C)C2)c([N+](=O)[O-])n1 (centres undefined)	19%[57 µM]	0%	-2%	8%
23	29%	-1%	0%	-19%	-1%	CCCCc1cc(=O)oc2cc(OCc3nn[nH]n3)c(Cl)cc12	43%[activator]	-7%	-12%	-6%
24	-5%	8%	-6%	-2%	-13%	COc1cc(NC(=O)C2CC(=O)N(Cc3ccco3)C2)cc(OC)c1 (centres undefined)	29%	2%	-12%	45%[activator]
25	-28%	-2%	?	10%	0%	Cc1c(C(=O)Nc2cccc(F)c2)sc2nc(-c3cc4ccccc4oc3=O)[nH]c(=O)c12	20%	?	-15%	-8%
26	-2%&6%	-6%	1%&0%	1%&-29%	-2%&-18%	CCCN1CCN(CCCNC(=O)c2cc3c(=O)[nH]c4ccccc4c3s2)CC1	30%&17%	-1%&8%	-9%&-21%	0%&-2%
27	-2%	3%	1%	16%	-13%	COc1cc2c(=O)n(CCCC(=O)NCC3CCCO3)c(=O)n(CC(=O)c3ccc(F)cc3)c2cc1OC (centres undefined)	19%	-2%	-10%	-3%
28	14%	-2%	-9%	?	11%	CCOc1ccc(CN2CCNC(=O)C2CC(=O)N(C)C2CCCCC2)cc1 (centres undefined)	27%	5%	-8%	5%
29	-2%	i	-10%	15%	-15%	CCOc1ccccc1C1CC(=O)Nc2cc(C)c(C)cc21 (centres undefined)	34%	-6%	-11%	-7%
30	-2%	1%	11%	5%[57.1 µM]	-8%	CC(C)(C)OC(=O)C[C@@H]1C/C=C\C[C@H](CC(=O)NCCO)C(=O)NC[C@H](c2ccccc2)OC1=O	21%	0%	-13%	-6%
31	0%	-7%	-13%	23%	2%	CCOc1cc(/C=N/NC(=O)COc2ccc(C)cc2)ccc1OC(=O)c1cccs1	9%	9%	-19%	.
32	7%	-1%	-6%	12%	15%	CCO[C@@H]1OC(C(=O)NC2CC2)=C[C@H](C)[C@H]1CCCO	36%	-4%	8%	-8%
33	-1%	i	0%	6%	-35%	COc1cccc(C2C(C(=O)Nc3ccc(Cl)cc3)=C(C)Nc3nc4ccccc4n32)c1OC (centres undefined)	33%	0%	-25%	0%
34	4%	1%	-1%	-19%	3%	C/C(=N\NC(=O)c1cccnc1)c1cc2ccccc2o1	41%[activator]	-6%	4%	2%
35	-1%	-2%	323%[activator]	-10%	26%	COc1ccc2c(c1)C(SCC(=O)NCCc1ccc(Cl)cc1)CC(C)(C)O2 (centres undefined)	25%	0%	-25%	1%
36	8%	0%	0%	1%	-36%	CNC(=O)c1ccc(CN(C)CC(=O)Nc2ccccc2C(=O)NC2CC2)cc1	32%[activator]	-3%	2%	1%[15.4 µM]
37	-1%	-4%	2%	-5%	-33%	COCC(C)n1c(C)cc(C(=O)CSc2cc(C)c3ccccc3n2)c1C (centres undefined)	-11%	57%[activator]	?	16%
38	-20%	-4%	?	5%	5%	Cc1cc(C)n2nc(SCC(=O)N(C(C)C)C(C)C)nc2n1	59%[activator]	3%	7%	-3%
39	0%	-2%	5%	-3%	15%	Cc1cccn2c(=O)nc(SCC(=O)NCc3ccc(F)cc3)nc12	9%	5%	-18%	8%
40	6%	-1%	33%[activator]	16%[57.1 µM]	-30%	CC(C)CCn1cnc2c([nH]c3cccc(Cl)c32)c1=O	7%	1%	-11%	8%
41	-2%	-1%	-2%	17%	-7%	O=C(NCCc1c[nH]c2ccccc12)C1CCCN(S(=O)(=O)c2ccccc2)C1 (centres undefined)	5%	-2%	-25%	9%
42	2%	?	0%	-12%	-5%[11.4 µM]	CSc1ccc(/C=N/NC(=O)c2cccc(O)c2)cc1	40%[activator]	-6%	-23%[11.4 µM]	-6%
43	12%	-4%	27%	-9%	41%	COc1ccc(-n2c(C(C)(C)C)csc2=Nc2c(C)n(C)n(-c3ccccc3)c2=O)cc1	20%	4%	-9%	14%
44	8%	3%	-17%	15%	-14%	Cc1ccc(CN2CCSc3sccc3C2=O)cc1	45%[activator]	2%	5%	13%
45	-13%	i	-14%	20%	-49%	COc1cc(CN(C)c2ccc(S(=O)(=O)N3CCCC3)cn2)ccc1OC(F)F	50%[activator]	7%	-2%	-4%
46	0%	-7%	-1%	27%	5%	COC(=O)c1ccccc1NC(=O)c1cccc(NC(=O)C(C)C)c1	34%	1%	-12%	-5%
47	4%	-3%	15%	6%[57.1 µM]	-2%	O=C1C2CC(O)CN2C(=S)N1Cc1ccccc1 (centres undefined)	?	0%	-17%	-5%
48	-6%	i	-16%	-6%[2.29 µM]	5%	CC(=O)N1CCc2ccc([N+](=O)[O-])cc21	18%[57 µM]	-2%	1%	-3%
49	9%	i	-18%	10%	10%	CC(NC(=O)c1csc2ccccc12)C1CCCO1 (centres undefined)	13%	-8%	-3%	-2%
50	1%	-3%	1%	19%	14%	Cc1csc(C2=C(O)CN(CCc3ccccc3)C2=N)n1	33%	22%	-12%	.
51	-8%	-6%	0%	30%[57.1 µM]	-23%	COc1cc(OC)c(/C=N/NC(=O)c2ccc(NC(C)=O)cc2)cc1Br	38%[activator]	4%	-12%	-22%

2 of the compounds above, with two lines to a compound.
Results follow in this order: GLS inhibitor, Tb PGK inh, ALOX12 inh, rTrxR1 inhibitor, RGS4 inhibitor, HP1b chromo inh, Pin1 inh, JMJD2A Tudor inh, ERG-DNA inh
(48) CC(=O)N1CCc2ccc([N+](=O)[O-])cc21
    -6%, i, -16%, -6%[2.29 µM], 5%, 18%[57 µM], -2%, 1%, -3%
(49) CC(NC(=O)c1csc2ccccc12)C1CCCO1 (centres undefined)
    9%, i, -18%, 10%, 10%, 13%, -8%, -3%, -2%

Along the list, quoted from above.
GLS inhibitor for nos. 37–42: -1%, -20%, 0%, 6%, -2%, 2%

A portion of the library (hit frequency here may not be typical).
